STEP inh – STEP (human) phosphatase inhibition; AID 588621; hit rate 0.25% among 360,000; P54829; inhibition, % at 20 µM; recombinant STEP, OMFP fluorogenic substrate, fluorescence;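 active = inhibition at 20 µM, scaled per plate between control wells, above about 37%, limit read from the data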;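 note: 0% = DMSO with enzyme and substrate and 100% = substrate only without enzyme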
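System: STEP phosphatase, cell-free reaction; Buffer or medium: Bis-Tris pH 6.0 buffer with DTT, detergent; Incubation: 20 min at room temperature, dark; Measured by: fluorescence, 480/540 nm.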
MsrA inh – bovine MsrA inhibition; inhibition, % at 15.5 µM; purified bovine MsrA, absorbance read-out; hit rate 0.75% among 360,000; in the data active = inhibition above about 4.5%;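 note: 0% = vehicle wells with enzyme and 100% = reference inhibitor wells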
TbMetRS inhib – blocks T. brucei methionyl-tRNA synthetase activity; hit rate 0.4% among 360,000; inhibition, % at 11.9 µM; AID 624268; purified T. brucei MetRS, ATP depletion, Kinase-Glo luminescence;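 active = inhibition above a per-plate cutoff of the control wells' mean inhibition plus 3 SD, cut at about 5.5% in these data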;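 note: 0% = DMSO wells median and 100% = median of wells with control inhibitor compound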
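Test system: purified T. brucei MetRS enzyme. Also added: ATP, methionine and E. coli bulk tRNA substrates. Compound: 11.9 µM single point. Schedule: 15 min enzyme-compound preincubation, 2 h reaction, 10 min detection, 25 °C. Signal: luciferase luminescence of residual ATP, Kinase-Glo. Evaluation: percent inhibition versus plate control medians. Controls: DMSO wells, low control.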
E coli Lon inh – E. coli protease La inhibition; inhibition, % at 7.94 µM; purified E. coli Lon protease, fluorescence polarization; AID 602123; hit rate 0.42% among 360,000; in the data active = inhibition above about 13%, passing the limit was not always enough;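 note: 0% = enzyme with probe and DMSO and 100% = no enzyme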
LMPTP block – LMPTP (human) inhibition; recombinant LMPTP-A, OMFP fluorogenic substrate, fluorescence intensity; inhibition, % at 20 µM; hit rate 0.22% among 360,000; AID 651560;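 active = compounds that cut the enzyme signal by at least half of the control window in the single-dose screen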;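 note: plate controls were DMSO wells with enzyme plus substrate for no effect and substrate without enzyme for full effect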
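Assay system: LMPTP-A enzyme. Input: 0.625 nM LMPTP-A final. Probe or stimulus: 400 µM OMFP. Compound dosing: single 20 µM dose. Schedule: 50 min dark incubation at room temperature. Detection: fluorescence intensity of OMFP turnover product. Read-out: percent inhibition versus substrate-only and uninhibited controls. Benchmarks: no-enzyme low control, uninhibited high control.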
DNMT1 inh – blocks human DNA methyltransferase DNMT1; hit rate 0.83% among 360,000; AID 588458; inhibition (reported as % activation of signal), % at 10 µM; P26358; DNMT1 molecular beacon, Hinp1I cleavage, fluorescence; in the data active = inhibition above about 50%
Scp1 inh – Scp-1 (human) phosphatase inhibition; Q9GZU7; Recombinant Scp1, phosphopeptide, malachite green phosphate absorbance; inhibition, % at 20 µM; hit rate 0.88% among 340,000;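 active = inhibition above about 50% at 20 µM, limit read from the data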;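 note: plate controls were DMSO wells with enzyme for no effect and wells lacking enzyme for full effect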
Target sequence (Q9GZU7 76-261 limits assumed): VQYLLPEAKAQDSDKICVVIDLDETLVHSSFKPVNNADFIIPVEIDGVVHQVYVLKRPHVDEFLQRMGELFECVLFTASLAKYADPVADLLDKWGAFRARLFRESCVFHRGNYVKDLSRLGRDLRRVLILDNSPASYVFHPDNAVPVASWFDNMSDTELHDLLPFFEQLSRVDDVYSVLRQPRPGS
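Test system – truncated SCP-1 phosphatase (76-261aa) · Reagent – Phosphorylated 17-residue peptide substrate · Incubation – 45 min room-temperature reaction, 5 min colour, 30 min stabiliser · Detection – colorimetric phosphate reagent with accelerator and stabiliser, absorbance at 630 nm · Measure – % inhibition at 20 µM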
SUMO1-SIM PPI – modulators of human SUMO1-mediated protein-protein interactions. inhibition, % at 20 µM. P63165. hit rate 0.33% among 360,000. SUMO1 binding to a labelled peptide, TR-FRET, 1 h; in the data active = inhibition above about 37%
MsrA act – activates bovine MsrA enzyme; purified bovine MsrA, absorbance read-out; activation, % at 10.6 µM; hit rate 0.3% among 360,000; AID 602163; in the data active = activation above about 7.5%;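 note: 0% = vehicle and 100% = reference activator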
NRP1-CendR mod – modulators of CendR peptide binding to human neuropilin-1. FAM-RPARPAR peptide binding to NRP-1, fluorescence polarization. inhibition, % at 25 µM. hit rate 0.85% among 360,000. AID 602438;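 active = inhibition or corrected inhibition above about 18%, plus a signal ratio from 0.5 to 1.5, limit read from the data, passing the limit was not always enough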; note: strong numbers were not always called active
Target sequence (O14786 whole entry, looked up): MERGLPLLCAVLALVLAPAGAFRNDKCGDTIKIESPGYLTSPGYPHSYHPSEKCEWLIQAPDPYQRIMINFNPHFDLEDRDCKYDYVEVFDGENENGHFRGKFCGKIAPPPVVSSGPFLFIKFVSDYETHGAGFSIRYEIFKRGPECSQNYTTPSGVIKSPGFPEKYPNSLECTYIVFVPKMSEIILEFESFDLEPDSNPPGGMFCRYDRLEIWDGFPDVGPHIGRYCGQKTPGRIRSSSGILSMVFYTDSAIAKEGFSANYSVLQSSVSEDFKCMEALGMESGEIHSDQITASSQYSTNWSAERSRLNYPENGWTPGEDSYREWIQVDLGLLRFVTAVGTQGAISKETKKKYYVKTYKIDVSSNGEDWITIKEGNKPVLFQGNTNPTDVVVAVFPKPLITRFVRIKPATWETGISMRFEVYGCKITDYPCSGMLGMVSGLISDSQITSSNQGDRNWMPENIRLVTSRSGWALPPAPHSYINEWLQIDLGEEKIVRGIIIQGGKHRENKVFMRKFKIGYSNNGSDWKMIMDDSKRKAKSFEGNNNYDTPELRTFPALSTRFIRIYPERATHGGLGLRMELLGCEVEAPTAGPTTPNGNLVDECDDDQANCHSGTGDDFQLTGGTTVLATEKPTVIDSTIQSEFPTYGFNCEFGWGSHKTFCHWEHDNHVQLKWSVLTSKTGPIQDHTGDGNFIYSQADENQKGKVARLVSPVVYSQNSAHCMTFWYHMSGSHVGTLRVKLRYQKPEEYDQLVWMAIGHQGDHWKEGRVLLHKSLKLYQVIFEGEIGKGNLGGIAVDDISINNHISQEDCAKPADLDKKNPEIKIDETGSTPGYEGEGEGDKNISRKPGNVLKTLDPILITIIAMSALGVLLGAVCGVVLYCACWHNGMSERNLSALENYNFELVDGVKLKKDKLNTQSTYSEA
An asterisk follows results filed as active; / = no result given.

SMILES	STEP inh	MsrA inh	TbMetRS inhib	E coli Lon inh	LMPTP block	DNMT1 inh	Scp1 inh	SUMO1-SIM PPI	MsrA act	NRP1-CendR mod
CC(=O)Nc1ccc(NC(=O)CCN2C(=O)C3CC=CCC3C2=O)cc1 (centres undefined)	1.5	-0.6	-0.4	1.2	-1.2	3.0	2.8	0.9	-1.2	-1.2
O=C(NCc1ccncc1)C(F)(F)C(F)(F)C(=O)NCc1ccncc1	0.9	0.0	-0.4	16.6*	-1.4	-4.5	-5.7	0.6	1.3	-6.4
Cc1ccn2c(C(=O)CSc3ccccc3)c(C)nc2c1	1.4	0.8	-0.7	-2.1	0.6	0.3	2.6	8.8	-6.3	6.4
CC(C)c1ccc(OCC(O)CN2CCCC2)cc1 (centres undefined)	-2.5	1.3	-0.9	10.8	-1.2	-2.5	-10.4	0.6	-4.1	-9.2
CCc1nnc(NC(=O)C2CCCN(c3nc4ccccc4s3)C2)s1 (centres undefined)	4.0	-1.0	-0.3	-5.7	0.7	-3.8	-1.1	5.6	-1.8	-8.5
CCC(=O)Nc1cccc(NC(=O)c2ccccc2Br)c1	-1.3	-0.1	-0.4	2.4	-0.7	6.4	2.6	-0.5	-5.9	-8.1
COc1cc(/C=N/NC(=O)c2c(-c3c(Cl)cccc3Cl)noc2C)ccc1OCC(N)=O	-2.4	1.6	0.0	-3.4	-2.3	-0.2	-8.3	-11.5	-6.1	9.4
C=CCNc1nc2ccccc2nc1NS(=O)(=O)c1ccc(F)cc1	2.8	0.9	0.4	-3.0	-1.6	-2.9	2.0	-0.4	2.2	3.6
CN1CCN(C(=S)c2ccc(Br)cc2)CC1	80.5*	-2.1	-0.5	3.8	0.9	-0.3	-1.3	-0.1	-3.9	-2.4
Cc1ccc(NC(=O)CN(C)Cc2cc(=O)n3ccsc3n2)cc1	0.7	-0.1	-0.1	-0.6	0.0	0.7	4.7	0.6	-2.3	0.4
Cc1cc(=O)[nH]c(SCC(=O)NCCC2=CCCCC2)n1	-4.2	1.4	-0.4	7.9	0.2	-1.5	2.2	6.8	-0.7	-5.7
O=C(c1cccc(F)c1)N1CCCC(C(=O)N2CCCC2)C1 (centres undefined)	2.4	-1.1	-1.1	0.3	0.0	-0.1	0.6	-0.4	-2.5	3.6
CC(C)OCCCNC(=O)C1CCN(S(=O)(=O)c2ccc3nc4c(c(C(=O)O)c3c2)CCCCC4)CC1	2.3	0.1	0.0	-4.5	-1.9	0.7	-3.4	11.7	-3.1	4.1
O=C(N/N=C\c1ccc([N+](=O)[O-])s1)c1cncc(Br)c1	8.6	-0.3	-0.3	-4.1	2.2	-5.4	9.0	-19.6	0.9	-38.6
CCc1ccc(NC(=O)C(C)Sc2ccc(S(=O)(=O)N3CCN(C)CC3)cn2)cc1 (centres undefined)	0.7	0.2	-0.1	-4.6	-0.2	0.7	2.3	-1.6	-1.7	-8.9
O=C(CCCN1C(=O)/C(=C\c2cccs2)SC1=S)Nc1ccc(C(=O)O)cc1	-1.4	3.0	-1.5	-12.8	0.7	4.6	1.2	-10.8	-13.3	3.4
O=C(CCS(=O)(=O)c1ccc(Cl)cc1)Nc1nc(-c2ccncc2)cs1	0.5	-0.7	0.3	-4.7	0.3	7.4	-4.5	-0.9	-1.3	11.3
Cc1cc(=O)[nH]c(SCC(=O)N2CC3(C)CC2CC(C)(C)C3)n1 (centres undefined)	-2.1	0.5	-0.3	8.7	1.4	5.6	-1.0	3.5	-5.3	6.2
COc1cccc(/C=N/NC(=S)Nc2cccnc2)c1	-1.2	2.8	0.3	1.9	-0.4	0.6	-3.7	-4.3	-1.7	8.9
COc1ccc(C(=O)Nn2c(SCC(=O)NCc3ccco3)nc3ccccc3c2=O)cc1	-4.0	1.1	-0.6	10.3	-0.4	5.1	-10.4	31.0	-1.8	8.9

An excerpt from above in order of the MsrA inh value, low to high:
Compound	STEP inh	MsrA inh	TbMetRS inhib	E coli Lon inh	LMPTP block	DNMT1 inh	Scp1 inh	SUMO1-SIM PPI	MsrA act	NRP1-CendR mod
CN1CCN(C(=S)c2ccc(Br)cc2)CC1	80.5*	-2.1	-0.5	3.8	0.9	-0.3	-1.3	-0.1	-3.9	-2.4
CC(=O)Nc1ccc(NC(=O)CCN2C(=O)C3CC=CCC3C2=O)cc1 (centres undefined)	1.5	-0.6	-0.4	1.2	-1.2	3.0	2.8	0.9	-1.2	-1.2
COc1cccc(/C=N/NC(=S)Nc2cccnc2)c1	-1.2	2.8	0.3	1.9	-0.4	0.6	-3.7	-4.3	-1.7	8.9
O=C(CCCN1C(=O)/C(=C\c2cccs2)SC1=S)Nc1ccc(C(=O)O)cc1	-1.4	3.0	-1.5	-12.8	0.7	4.6	1.2	-10.8	-13.3	3.4

(continued)
SMILES	STEP inh	MsrA inh	TbMetRS inhib	E coli Lon inh	LMPTP block	DNMT1 inh	Scp1 inh	SUMO1-SIM PPI	MsrA act	NRP1-CendR mod
COc1cc(/C=C2/C(=O)NN(c3ccc(Cl)c(Cl)c3)C2=O)cc([N+](=O)[O-])c1O	9.1	2.8	0.0	6.0	6.4	10.4	91.8*	8.7	-3.4	-82.9
COc1ccc(S(=O)(=O)n2ccc(-c3ccc4c(c3)CCC(C)(C)O4)n2)cc1	0.1	-1.1	-0.2	-2.5	4.0	-4.6	-8.9	0.9	-2.5	-0.2
COc1ccc(-c2noc(CN(C)C(=O)c3ccco3)n2)cc1	3.6	-1.8	0.3	-1.1	-1.8	-3.5	-7.9	-1.8	-2.4	5.1
O=C1NC[C@H](CCCCN2C[C@H](Cc3ccccc3)N(CCc3ccc(O)cc3)C(=O)C2=O)N(CC2CCCCC2)C1=O	/	0.3	0.2	-2.1	-0.5	/	/	-1.6	0.4	3.7
Cc1ccc(CN2CCN(/N=C/c3ccc(C)s3)CC2)c(C)c1	3.6	0.5	0.0	-4.3	-0.6	0.6	-9.1	0.6	-2.4	-0.7
Cc1cc([N+](=O)[O-])nn1CCCC(=O)NCc1ccc(F)cc1	0.0	-0.6	-1.1	-10.4	-0.8	1.8	-9.0	-5.8	-7.8	-6.8
O=C(Nc1cccc(Cl)c1)N(Cc1nc2ccccc2c(=O)[nH]1)C1CCCC1	-8.2	0.7	0.2	-0.9	0.5	-1.8	-4.8	1.7	-4.9	-7.8
O=C(c1ccc2c(c1)OCO2)N1CCN(C(=O)c2ccco2)CC1	5.1	0.5	-0.5	-8.3	-2.2	-1.0	-10.7	-1.3	-2.5	15.5
O=C(Nc1cccc(C(=O)O)c1)/C(=C\c1cccc([N+](=O)[O-])c1)NC(=O)c1ccc(Br)cc1	-0.5	0.5	-0.4	3.6	-1.6	-2.1	/	-27.4	1.1	-5.6
COc1ccc(-c2nn(-c3ccccc3)cc2C(=O)O)cc1	0.5	-0.9	-0.5	2.3	-0.8	5.5	-12.9	2.1	-1.9	-4.7

Given with bars between the fields: part of the list above.
compound | STEP inh | MsrA inh | TbMetRS inhib | E coli Lon inh | LMPTP block | DNMT1 inh | Scp1 inh | SUMO1-SIM PPI | MsrA act | NRP1-CendR mod
O=C(CCCN1C(=O)/C(=C\c2cccs2)SC1=S)Nc1ccc(C(=O)O)cc1 | -1.4 | 3.0 | -1.5 | -12.8 | 0.7 | 4.6 | 1.2 | -10.8 | -13.3 | 3.4
O=C(CCS(=O)(=O)c1ccc(Cl)cc1)Nc1nc(-c2ccncc2)cs1 | 0.5 | -0.7 | 0.3 | -4.7 | 0.3 | 7.4 | -4.5 | -0.9 | -1.3 | 11.3
Cc1cc(=O)[nH]c(SCC(=O)N2CC3(C)CC2CC(C)(C)C3)n1 (centres undefined) | -2.1 | 0.5 | -0.3 | 8.7 | 1.4 | 5.6 | -1.0 | 3.5 | -5.3 | 6.2
COc1cccc(/C=N/NC(=S)Nc2cccnc2)c1 | -1.2 | 2.8 | 0.3 | 1.9 | -0.4 | 0.6 | -3.7 | -4.3 | -1.7 | 8.9
COc1ccc(C(=O)Nn2c(SCC(=O)NCc3ccco3)nc3ccccc3c2=O)cc1 | -4.0 | 1.1 | -0.6 | 10.3 | -0.4 | 5.1 | -10.4 | 31.0 | -1.8 | 8.9

(cont.)
SMILES	STEP inh	MsrA inh	TbMetRS inhib	E coli Lon inh	LMPTP block	DNMT1 inh	Scp1 inh	SUMO1-SIM PPI	MsrA act	NRP1-CendR mod
CCOC(=O)[C@]12CCC=C1N(Cc1cccc3ccccc13)C(=O)[C@H](CC(=O)NCC13CC4CC(CC(C4)C1)C3)C2	/	-0.4	-0.6	-8.0	4.1	/	/	9.1	-0.8	3.0
Cc1ccc(C)c(S(=O)(=O)N2CCCCC2CCNC(=O)C(=O)NC2CCCC2)c1 (centres undefined)	0.7	0.1	-0.4	-8.8	0.9	2.6	3.9	-0.6	4.1	5.1
COc1ccc(S(=O)(=O)N2CCN(CCC(=O)Nc3ccccc3F)CC2)cc1	-2.5	-0.7	-0.5	-5.5	-1.2	-2.4	-5.2	-1.8	-2.0	-5.8
O=C(Nc1ccccc1Br)c1c(F)cccc1Cl	-1.2	0.6	-0.9	-7.8	0.4	5.7	-3.4	-0.5	-5.6	3.0
O=C(NCS(=O)(=O)c1ccccc1)c1ccccc1	-1.9	0.7	-0.2	-7.1	-0.9	0.8	-2.3	19.6	-0.9	-0.4
N#Cc1ccsc1NC(=O)C1CC(=O)N(Cc2ccccc2)C1 (centres undefined)	0.3	0.0	-0.3	-17.2	-0.8	-1.7	-4.8	5.0	3.0	-21.1
O=C(CSc1nnc(CCCN2C(=O)c3cccc4cccc(c34)C2=O)n1-c1ccccc1)NCCCN1CCOCC1	-6.0	0.6	-0.1	0.5	-1.4	-1.2	-4.9	-14.0	-0.8	-5.6
COc1ccc(N(CC(=O)NC2CCCC2)C(=O)CS(=O)CC(=O)Nc2ccc3c(c2)OCO3)cc1 (centres undefined)	0.0	-0.5	0.5	0.5	-1.6	1.4	-2.1	2.4	-0.1	-0.8
O=C(CN1C(=O)CNC1=O)Nc1cc(Cl)cc(Cl)c1	0.9	0.6	0.0	-9.6	-1.5	-0.5	10.6	3.3	-8.7	2.6
O=C(CCC(=O)Nc1cccc([N+](=O)[O-])c1)N/N=C/c1cccs1	-3.4	0.8	44.4*	14.9	-1.7	1.6	6.9	-31.1	-7.7	-4.7
COc1ccc(C(C(=O)NC(C)(C)C)N(C(=O)CCC(=O)Nc2cc(C)on2)c2c(C)cccc2C)cc1 (centres undefined)	-5.1	-0.9	-0.1	-7.8	-2.2	1.1	-0.8	-2.8	-2.4	31.0*
COc1ccc2nc3oc(C(=O)N4CC(C)CC(C)C4)cc3cc2c1 (centres undefined)	2.2	/	-0.1	0.5	2.3	-0.3	-0.9	-29.8	-3.5	6.0
Cc1ccsc1C(=O)N1CCC1(C)C(=O)NCC(C)(C)C (centres undefined)	-0.5	-0.5	-0.8	-0.8	-1.3	-1.9	/	3.6	-4.2	-12.7

Compound activity (PubChem BioAssay)
